TNAP act hiacc: TNAP (human) activation, high acceptor | P05186 | purified TNAP, CDP-star luminescence, 1 M DEA, 30 min; active compounds read high; 0 = EDTA background, 1 = DMSO-only activity | activation factor at 20 µM | 200,000 tested, under 10 active;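 active = activation factor at least 2 at 20 µM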
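Test system – human TNAP · Doses – 20 µM single point · Incubation – 30 min, room temperature · Signal – luminescent substrate turnover signal · Read-out basis – activation factor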
PPARg SRC2 recr: agonists of SRC-2 recruitment by human PPARgamma. actives 0.34% (n = 200,000). P37231. activation, % at 8 µM. PPARgamma LBD-SRC-2 recruitment, biochemical; in the data active = activation above about 22%;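 also: 0% = vehicle and 100% = reference agonist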
Target sequence (P37231 whole entry, looked up, the tested form may be a part): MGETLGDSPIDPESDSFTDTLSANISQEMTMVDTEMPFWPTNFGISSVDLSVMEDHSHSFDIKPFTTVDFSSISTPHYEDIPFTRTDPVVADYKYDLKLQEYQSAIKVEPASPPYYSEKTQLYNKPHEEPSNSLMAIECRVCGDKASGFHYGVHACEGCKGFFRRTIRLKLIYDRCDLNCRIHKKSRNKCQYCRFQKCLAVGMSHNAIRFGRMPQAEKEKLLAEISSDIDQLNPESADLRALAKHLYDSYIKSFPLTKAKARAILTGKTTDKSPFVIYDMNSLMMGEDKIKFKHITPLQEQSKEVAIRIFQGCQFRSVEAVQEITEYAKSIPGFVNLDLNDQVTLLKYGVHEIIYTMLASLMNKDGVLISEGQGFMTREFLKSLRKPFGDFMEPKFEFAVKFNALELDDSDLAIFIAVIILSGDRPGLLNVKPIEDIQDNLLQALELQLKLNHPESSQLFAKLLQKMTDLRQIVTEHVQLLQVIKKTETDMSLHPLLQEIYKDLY
PPARg SRC-3 ag: promotes SRC-3 coactivator recruitment by human PPARgamma; biochemical PPARgamma/SRC-3 coactivator recruitment assay; activation, % at 8 µM; actives 0.26% (n = 200,000); in the data active = activation above about 23%;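 also: 0% = DMSO and 100% = reference agonist; some compounds past the cut are filed as inactive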
bIAP act: intestinal alkaline phosphatase (bovine) activation; actives 0.17% (n = 200,000); AID 1016; activation factor at 20 µM; purified bovine IAP, CDP-star luminescence, 30 min; active compounds read high; fold of DMSO-control signal, blank-subtracted;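 active = activation factor of 2 or more at 20 µM, a signal rise over negative controls twice the positive control's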
SRC2 TRFRET art: counter-screen for PPARgamma SRC-2 recruitment agonists: TR-FRET artefact; active compounds read high; TR-FRET ratio at 8 µM; actives 0.4% (n = 200,000); AID 1049; in the data active = TR-FRET ratio above about 2000; also: inactives centre near 1500
STAT3 inh: STAT3 signaling inhibition; U3A cells, IL-6 STAT3-luciferase reporter, luminescence; host cell line lacks STAT1; inhibition, % at 5.5 µM; actives 0.89% (n = 190,000); AID 862;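 active = inhibition above the mean inhibition across all screened compounds plus 3 SD, cut at about 44% in these data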;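 also: 0% = DMSO only wells and 100% = 100 µM nifuroxazide control wells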
bIAP inh: intestinal alkaline phosphatase (bovine) inhibition; purified bovine IAP, CDP-star luminescence, 30 min; inhibition, % at 20 µM; 190,000 tested, under 10 active;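 active = over 50% inhibition of intestinal alkaline phosphatase at 20 µM in the single-dose screen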
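Assay system: bovine IAP enzyme; medium: DEA buffer 100 mM, pH 9.8, with MgCl2 1.0 mM, ZnCl2 0.02 mM; doses: 20 µM single dose; incubation: enzyme reaction for 30 min at room temperature; detection: CDP-star luminescence signal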
PPARg SRC-1 ag: promotes SRC-1 coactivator recruitment by human PPARgamma | P37231 | activation, % at 8 µM | AID 631 | PPARgamma-SRC-1 coactivator recruitment biochemical assay | actives 0.41% (n = 200,000); in the data active = activation above about 19%;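 also: 0% = DMSO and 100% = reference agonist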
STAT1 blocker: STAT1 signaling inhibition; NIH 3T3 STAT1-luciferase reporter, IFN-gamma, luminescence; inhibition, % at 5.5 µM; actives 0.35% (n = 200,000); AID 920;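 active = inhibition above a set limit, the mean inhibition across all tested compounds plus 3 SD, cut at about 34% in these data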;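 also: 0% = IFN-gamma with DMSO and 100% = IFN-gamma with 300 µM nifuroxazide; values of inactives mirror those of a sister screen read the other way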
ROMK primary: human ROMK K+ channel modulation, primary screen. B-score at 10 µM. actives 2% (n = 130,000). AID 1918. Tet-inducible ROMK, thallium flux fluorescence; actives lie on both sides. P48048;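 active = signal ratio slope over the read window, or its plate-corrected B-score, at least 3 SD from the plate mean, either direction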;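 also: B-score of the F/F0 ratio slope over 7 to 12 s after thallium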
Target sequence (P48048 whole entry, looked up): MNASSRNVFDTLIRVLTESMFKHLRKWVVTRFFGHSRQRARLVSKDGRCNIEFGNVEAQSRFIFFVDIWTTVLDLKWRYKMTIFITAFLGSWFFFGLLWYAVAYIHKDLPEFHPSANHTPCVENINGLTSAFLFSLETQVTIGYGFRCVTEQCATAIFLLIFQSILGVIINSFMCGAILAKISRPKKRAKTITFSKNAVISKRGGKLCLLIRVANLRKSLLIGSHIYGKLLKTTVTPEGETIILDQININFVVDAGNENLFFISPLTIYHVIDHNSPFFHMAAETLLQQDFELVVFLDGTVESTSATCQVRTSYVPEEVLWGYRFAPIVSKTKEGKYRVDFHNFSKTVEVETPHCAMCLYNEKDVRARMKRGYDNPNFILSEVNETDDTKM
STAT3 act: STAT3 signaling activation; U3A cells, IL-6 STAT3-luciferase reporter, luminescence; 100% = signal with IL-6 EC80 alone; activation (% of control), % at 5.6 µM; actives 0.91% (n = 190,000); AID 871;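 active = activation above the screen-wide mean of compound activation plus 3 SD, cut at about 130% in these data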;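 also: 0% = background luminescence of wells with medium and substrate only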
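System – human U3A cells carrying STAT3-luciferase construct · Probe or stimulus – Interleukin-6, 33 ng/mL · Schedule – compound 1 h, then IL-6 6 h at 37 °C · Signal – luminescence from STAT3-driven luciferase reporter · Evaluation – percent of IL-6-only median luminescence · Benchmarks – IL-6-only high control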
* = called active by the depositor; x = not tested or not shown; & = joins results of further samples. The order is random; about 3.7% have a hit in one of these screens.

item	compound	TNAP act hiacc	PPARg SRC2 recr	PPARg SRC-3 ag	bIAP act	SRC2 TRFRET art	STAT3 inh	bIAP inh	PPARg SRC-1 ag	STAT1 blocker	ROMK primary	STAT3 act
1	O=C(O)Cn1cc(/C=C/[N+](=O)[O-])c2ccccc21	0.9	6	6	0.8	1548	-27	20	4	1	0.34	124
2	CCCc1nc(SCC(=O)Nc2cc(C)on2)c2c(=O)n(C)c(=O)n(C)c2n1	1.1	11	1	0.9	1395	20	14	-1	1	x	88
3	Cc1cc(C(=O)OCC(=O)c2ccc(Cl)c([N+](=O)[O-])c2)c2cccc(C)c2n1	1	7	0	0.7	1759	-7	30	2	1	0.023	104
4	COc1ccc(NC(=O)CSc2ncc(-c3ccc(F)cc3)n2Cc2ccco2)cc1	1.1	2	-6	0.9	1444	3	9	-1	12	0.015	100
5	OC(COCc1ccc(Cl)cc1)CN1CCN(c2ccccn2)CC1 (centres undefined)	1	-1	-5	0.8	1437	13	22	1	1	x	91
6	COc1ccc(CCNC(=O)C(NS(=O)(=O)c2ccc3c(c2)CCN3C(C)=O)C(C)C)cc1OC (centres undefined)	1	0	3	1.2	1432	7	-18	-4	2	0.33	99
7	O=C1/C(=C/c2cccnc2)Oc2cc(OS(=O)(=O)c3ccccc3)ccc21	1	7	11	0.9	1487	8	5	3	4	0.055	94
8	COc1cc2nc(NCC3CCCO3)n3nc(-c4cccnc4)nc3c2cc1OC (centres undefined)	1	1	-3	1.4	1377	10	-38	-4	16	x	96
9	CC(C)COP(=O)(OCC(C)C)C(Nc1ccccc1)c1ccc2c(c1)OCO2 (centres undefined)	1	8	4	0.9	1450	6	6	0	21	x	99
10	CCN(CC)CCN1C(=O)Cn2c(C)c(C)c3cccc1c32	1&1	2&9	-8&4	1.1&1.1	1497&1464	3&-2	-7&-14	3&4	8&-3	-0.54	100&102
11	O=C(C1CCCO1)N(c1ccc(F)cc1)C1C=CS(=O)(=O)C1 (centres undefined)	1	0	8	1	1715	6	-2	3	-3	0.24	99
12	CSc1cccc(NC(=O)CSc2nc3ccccc3o2)c1	1	5	6	0.9	1530	3	14	10	-6	-0.095	100
13	CCn1c(SCC(=O)NCc2cccs2)nc2c1c(=O)n(C)c(=O)n2C	1	5	3	1	1601	10	0	3	11	x	95
14	N=C1C(c2ccccc2)=C(O)CN1CCCO	1	-1	6	1	1671	6	0	5	-7	-0.019	98
15	CCOc1ccc(C2=Nn3c(nnc3-c3ccccn3)SC2)cc1	1	-4	-4	1	1532	8	1	-2	6	0.2	95
16	CNc1nc(-c2ccccc2)cc(C)c1S(C)(=O)=O	1	6	6	0.9	1625	9	7	-3	-20	0.15	100
17	O=C(Nc1nnc(SCc2ccccn2)s1)C1CC(=O)N(c2ccccc2)C1 (centres undefined)	1	0	5	0.9	1671	11	14	8	14	0.88	90
18	COc1ccc(CNc2nc3c(c(C(F)(F)F)n2)CCCCC3)cc1	1	-4	0	0.9	1482	2	13	-5	-3	0.47	102
19	COc1cc(OC)cc(C(=O)N[C@H](C(=O)OCC(N)=O)C(C)C)c1	1.1	1	8	1	1597	10	-3	6	-1	x	94
20	COc1ccc(C(=O)Nc2cccc3c2C(=O)NC3=O)cc1S(=O)(=O)N1CCOCC1	1	-3	14	1.1	1625	24	-7	21*	9	0.15	85
21	CCN(CC)CCOC(=O)c1ccc(NC(=O)C2(c3ccccc3)CCCC2)cc1	1.1	2	24	1	1533	1	5	-6	8	x	104
22	CCn1cc(C(=O)OCc2ccc(F)cc2)c(=O)c2ccc(C)nc21	1	6	-3	1	1429	7	4	-2	12	-1	98
23	CC(=O)c1ccc(NC(=O)c2ccc3nc(-c4ccco4)c(-c4ccco4)nc3c2)cc1	0.9	7	6	0.9	1511	3	8	13	4	0.13	98
24	COCCNC(=O)Cn1nc(-c2ccccc2OC)ccc1=O	1.1	-2	-1	1	1588	3	2	2	-1	-0.23	100
25	O=C(C1COc2ccccc2O1)N1CCOCC1 (centres undefined)	1	5	-6	1	1597	4	-2	5	10	-0.28	101
26	CC(C)CNC(=S)NNC(=O)c1nn(C)cc1Cl	1.1	5	5	0.9	1381	8	9	6	0	x	97
27	Cc1ccc(S(=O)(=O)CCC(=O)Nc2nccs2)cc1	1	5	-1	0.9	1464	2	5	-4	6	0.22	102
28	CCC(C)n1c(SC(C)C#N)nc2ccccc2c1=O (centres undefined)	1	2	-3	1	1626	-2	3	1	-2	0.11	107
29	O=C(CSc1nnnn1-c1cccc2c1CCCC2)NC1CCCC1	1	-1	2	1	1651	-1	4	-2	9	x	105
30	CC(/C=C/c1ccc2c(c1)OCO2)=N/NC(=O)CNc1ccc(C)cc1	x	-2	-2	x	1502	10	x	7	-5	x	100
31	CCOC(=O)Cc1csc(N/N=C/c2ccccc2)n1	1	1	3	1	1427	25	1	-2	-15	x	80
32	O=C(O)CCC(C(=O)O)n1c(O)c(C2=c3ccccc3=NC2=O)sc1=S (centres undefined)	0.9	14	6	0.6	1710	-46	39	9	-4	x	145*
33	c1ccc(OCCSc2nc3ccccc3[nH]2)cc1	1	-4	-1	0.8	1326	13	21	4	-9	x	91
34	CCCOc1ccccc1C(=O)NC(CO)C(=O)O (centres undefined)	1	-1	-4	0.9	1631	7	7	4	-7	-0.00066	100
35	O=C(NC1CCCc2ccccc21)C1CCN(c2nnc(-n3cccc3)s2)CC1 (centres undefined)	1.1	0	7	1.1	1749	-1	-6	6	10	x	101
36	O=C(CO/N=C/c1ccccc1Cl)N1CCCc2ccccc21	1	-9	3	1	1477	3	-4	-5	0	x	97
37	Cc1[nH]nc2c1C1(CCN(Cc3ccccc3)CC1)C(C#N)=C(N)O2	1.1	4	-3	1	1644	6	4	1	-3	x	97
38	Cc1cc(C)nc(SCc2ccc(C(=O)N/N=C3\CC(C)CC(C)(C)C3)cc2)n1 (centres undefined)	1	-5	-7	1.1	1524	-6	-7	-1	-7	x	100
39	Cc1ccc(-n2nc(C(=O)c3ccccc3)n3c(=O)c(Cc4ccccc4)nnc23)cc1	x	7	-7	x	1510	4	x	15	7	-0.23	100
40	COc1ccc(S(=O)(=O)Nc2ccc(-n3cccc3)cc2)cc1	1	-6	-1	1	1588	-3	4	-5	6	1.3	104
41	Cc1occc1-c1nnc(SCC(=O)Nc2nc3ccccc3s2)o1	0.8	-7	-1	0.9	1548	2	10	5	-16	x	101
42	CCCn1c(-c2ccccc2)nc2c(=O)n(C)c(=O)[nH]c21	1	12	5	1	1892	0	-2	6	2	x	106
43	COc1c(Cl)cc(Cl)cc1C(=O)Nc1ccc(CN2CCCCC2)cc1	1	-2	4	1.1	1570	-7	-9	-3	-2	0.98	112
44	CCOC(=O)N1CCN(C(=O)CCNS(=O)(=O)c2ccc3c(c2)c(=O)n(C)c(=O)n3C)CC1	1	7	-3	1	1552	5	3	7	-7	x	97
45	COC(=O)C(C)Sc1nc2c([nH]c3ccccc32)c(=O)n1C (centres undefined)	1	11	-3	1	1682	-32	4	3	7	0.059	133*
46	CCOCCCN1CN(Cc2ccco2)CNC1=S	1	-2	2	0.9	1554	17	15	3	-6	0.49	88
47	CCOC(=O)c1ccc2nc(C)c(CC)c(Cl)c2c1	1	-1	-1	1.1	1306	25	-14	-5	-14	-1.3	80
48	Cn1c(C(O)c2ccccc2)nc(Cl)c1Cl (centres undefined)	1.1	-1	-2	1	1536	-1	-3	2	-5	-0.56	106

PPARg SRC-1 ag, entries above that show a hit.
no.	compound	TNAP act hiacc	PPARg SRC2 recr	PPARg SRC-3 ag	bIAP act	bIAP inh	PPARg SRC-1 ag	STAT1 blocker	ROMK primary	STAT3 act
20	COc1ccc(C(=O)Nc2cccc3c2C(=O)NC3=O)cc1S(=O)(=O)N1CCOCC1	1	-3	14	1.1	-7	21*	9	0.15	85

(next part)
item	compound	TNAP act hiacc	PPARg SRC2 recr	PPARg SRC-3 ag	bIAP act	SRC2 TRFRET art	STAT3 inh	bIAP inh	PPARg SRC-1 ag	STAT1 blocker	ROMK primary	STAT3 act
49	O=C(COc1ccccc1)Nc1ccccc1N1CCN(c2ccc(F)cc2)CC1	1.1	1	0	1	1452	1	4	6	3	0.63	102
50	CC(C)CN(C(=O)CSc1nncn1-c1ccccc1)c1c(N)n(CC(C)C)c(=O)[nH]c1=O	1	-3	-4	1	1540	1	-3	10	-7	0.13	100
51	Cc1cccc(C(=O)Nc2ccccc2N2CCN(c3ccc(F)cc3)CC2)c1	1.1	2	0	1.1	1410	10	-6	4	0	0.32	93
52	Cc1cccc(C)c1NS(=O)(=O)c1ccc2c(c1)C(=O)c1ccccc1C2=O	1	7	-1	1	1571	-4	-1	1	-11	-0.48	103
53	Cc1ccccc1NC(=S)N(C)C1(c2ccccc2Cl)CCCCC1=O (centres undefined)	1	2	10	1	1464	1	-3	5	0	x	102
54	CC(Sc1n[nH]c(N)n1)C(=O)Nc1ccc(Cl)cn1 (centres undefined)	1	5	2	1.1	1716	29	-11	4	10	0.55	81
55	Cc1cccc(OCc2nc(-c3ccc(Br)o3)no2)c1	1	1	3	0.9	1688	6	13	-3	-6	-0.79	97
56	O=S1(=O)CCC(NC(=S)NCCNC(=S)NC2CCS(=O)(=O)C2)C1 (centres undefined)	1	6	1	1	1688	6	0	3	1	x	97

Reprinted from the part before: 3 entries, then new ones.
item	compound	TNAP act hiacc	PPARg SRC2 recr	PPARg SRC-3 ag	bIAP act	SRC2 TRFRET art	STAT3 inh	bIAP inh	PPARg SRC-1 ag	STAT1 blocker	ROMK primary	STAT3 act
54	CC(Sc1n[nH]c(N)n1)C(=O)Nc1ccc(Cl)cn1 (centres undefined)	1	5	2	1.1	1716	29	-11	4	10	0.55	81
55	Cc1cccc(OCc2nc(-c3ccc(Br)o3)no2)c1	1	1	3	0.9	1688	6	13	-3	-6	-0.79	97
56	O=S1(=O)CCC(NC(=S)NCCNC(=S)NC2CCS(=O)(=O)C2)C1 (centres undefined)	1	6	1	1	1688	6	0	3	1	x	97
57	COc1ccc(C(=O)NCc2nnc(SCC(=O)Nc3cccc(C(F)(F)F)c3)o2)cc1OC	1	2	-1	1.3	1529	0	-26	-4	-1	-0.053	100
58	O=c1oc(-c2ccccc2NS(=O)(=O)c2ccc3ccccc3c2)nc2ccccc12	1	2	2	0.8	1629	-10	16	-4	2	0.22	108
59	CC1=NN(c2ccc(C)c(C)c2)C(=O)/C1=C/c1ccc2c(c1)n(C)c(=O)n2C	1	10	2	1	1669	-4	4	-4	-1	-0.43	101
60	COCCNC(=O)CN(C(=O)Cn1nnc2ccccc21)c1cccc(C)c1C	1.1	3	5	1.1	1757	4	-6	8	-1	0.13	100
61	Cc1onc(-c2ccccc2Cl)c1C(=O)OCC(=O)N1CCCc2ccccc21	1.1	-6	-6	0.9	1436	-6	5	-1	1	x	111
62	COC(=O)Cc1ccc(NC(=O)c2ccc(NC(=O)c3ccco3)cc2)cc1	1	6	1	1	1646	25	4	12	-7	-0.49	84
63	CCn1c(-c2ccccc2Cl)nn(CC(=O)Nc2ccccc2C)c1=S	1.1	5	-5	1	1396	5	0	9	6	x	100
